# Screening results (PubChem BioAssay)
# RNase H inhibition = RNase H inhibition, HIV 1 Gag Pol polyprotein, FRET biochemical assay, screening (AID 372); HIV-1 RT RNase H, FRET RNA/DNA substrate fluorescence; higher % means a stronger effect; inhibition, % at 10 µM, or IC50 in µM where a hit was titrated; actives 0.77% (n = 100,000); in the data active means inhibition above about 50%
# An asterisk follows results filed as active.
canonical_smiles	RNase H inhibition
O=C(Nc1ccc2oc(-c3ccccc3Br)nc2c1)c1ccc([N+](=O)[O-])cc1Cl	13.0%
O=C1NC(=S)N/C1=C/c1ccc(-c2ccc(C(=O)O)c(Cl)c2)o1	13.0%
Cc1cc(C)c(S(=O)(=O)Nc2ccccc2C)c(C)c1	0.0%
COC(=O)c1c(NC(=O)C(F)(F)F)sc(Cc2ccccc2)c1C	1.0%
CCOc1c(Br)cc(/C=C(\C#N)c2nn(-c3ccccc3)c(N)c2C#N)cc1OC	0.0%
COc1ccc(COC(=O)C2=C(C)NC(=O)NC2c2ccccc2)cc1 (centres undefined)	19.0%
COc1ccc(Br)cc1/C=C/C(=O)Nc1cccc(C(F)(F)F)c1	25.0%
CC(C)(C)c1ccc(OCCCCCNCCO)cc1	10.0%
COc1ccc(C2CC(=O)C3=C(C2)NC(C)=C(C(=O)OCc2ccccc2)C3c2cccc(F)c2)cc1 (centres undefined)	18.0%
Cc1sc(NC(=O)COc2ccccc2)c(C#N)c1C	20.0%
COc1ccc(OC(=O)OCC(C)C)cc1	2.0%
Cc1ccccc1CSCC(=O)Nc1cc(Cl)ccc1C	20.0%
O=C(CN(c1ccccc1)S(=O)(=O)c1ccccc1[N+](=O)[O-])N/N=C/c1cccs1	12.0%
O=C(COc1ccccc1[N+](=O)[O-])Nc1ccc(Br)cn1	17.0%
O=C(O)c1cccc(N2Cc3ccccc3C2)c1	8.0%
O=C1c2cccc([N+](=O)[O-])c2C(=O)N1c1ccccn1	0.0%
COc1ccc(/C=C2/C(=O)NC(=S)N(c3ccc(Cl)cc3)C2=O)c2ccccc12	6.0%
CCOc1ccc(C(=O)Nc2ccc([N+](=O)[O-])cc2)cc1Cl	9.0%
CCOC(=O)/C(=C/Nc1c(C)n(C)n(-c2ccccc2)c1=O)[N+](=O)[O-]	6.0%
CCOC(=O)C1=C(C)N=c2s/c(=C/c3cccc(OC)c3OC)c(=O)n2C1c1ccc(OC)cc1 (centres undefined)	6.0%
Cc1nc2ccccc2n1C(=O)c1ccc(Cl)cc1[N+](=O)[O-]	7.0%
COc1cccc(C2NC(=O)NC(C)=C2C(=O)OCc2ccc(C)cc2)c1 (centres undefined)	26.0%
COc1ccc(CCC(=O)Nc2cc(Cl)cc(Cl)c2)cc1	0.0%
O=C(N/N=C/c1ccc(Cl)cc1Cl)c1cc(-c2ccc3ccccc3c2)n[nH]1	35.0%
COc1cc(OC)cc(C(=O)N2CCN(C)CC2)c1	14.0%
O=S(=O)(Nc1ccc(N2CCCCC2)cc1)c1cccc2cccnc12	8.0%
Cc1ccc(C)c(NC(=O)C(=O)NCCCN2CCOCC2)c1	3.0%
Cc1ccc(-c2nc3ccccc3s2)cc1NC(=S)NC(=O)c1ccccc1C	5.0%
COc1ccc(CC(=O)Nc2cccc3ccccc23)cc1	0.0%
O=C1C2C3C=CC(C2C(=O)N1c1ccc(F)cc1)C1C(=O)N(c2ccc(F)cc2)C(=O)C31 (centres undefined)	0.0%
COc1cc(OC)cc(C(=O)Nc2cc(C)ccc2C)c1	0.0%
N#C/C(=C\c1c(F)cccc1Cl)c1nn(CCO)c(N)c1C#N	11.0%
O=C(O)CCCCCN1C(=O)C(=O)/C(=C(\O)c2ccc(Br)cc2)C1c1ccccc1F (centres undefined)	1.0%
OCCNCCOc1ccc(Br)cc1	2.0%
CN(C)c1ccc(NC(=S)NC(=O)c2ccccc2Cl)cc1	20.0%
O=C(N=Nc1c(O)[nH]c2ccc(Br)cc12)c1cc(-c2ccccc2)n[nH]1	0.0%
N#C/C(=C\c1ccc(-c2ccc([N+](=O)[O-])cc2Cl)o1)C(=O)Nc1ccc(F)cc1	0.0%
Clc1ccc(/C=N/Nc2cc(N3CCCC3)nc(N3CCCC3)n2)c(Cl)c1	7.0%
Cc1ccc(OCC(=O)N2CCOCC2)c(Br)c1	0.0%
CCOC(=O)COc1ccc(/C=C2\C(=O)NC(=S)N(c3ccc(OCC)cc3)C2=O)cc1OC	9.0%
c1csc(-c2nc3sc(-c4cccs4)nc3s2)c1	5.0%
COc1ccc(N=Cc2c(O)n(-c3cc(OC)ccc3OC)c(=O)[nH]c2=O)c(OC)c1	7.0%
COc1ccc(NC(=O)c2cc(-c3ccc(C)o3)nc3ccccc23)c(OC)c1	5.0%
COC(=O)c1ccc(NC(=S)NC(=O)/C=C/c2ccc([N+](=O)[O-])cc2)cc1	7.0%
CSc1ccc(C(C2=C(O)CC(C)(C)CC2=O)C2C(=O)CC(C)(C)CC2=O)cc1 (centres undefined)	2.0%
CCCOc1cccc(C(=O)Nc2sc(CCC)cc2C(=O)OC)c1	6.0%
CCc1ccc(OCCCOc2cccc(OC)c2)cc1	28.0%
CCOc1ccc(N2C(=O)NC(=O)/C(=C\c3cc(Br)c(N4CCOCC4)o3)C2=O)cc1	7.0%
Cc1c(C)c(C)c(C(=O)Nc2cc(C(N)=O)c(Cl)cc2Cl)c(C)c1C	8.0%
COc1ccc(OC)c(N2Cc3ccc(OC)c(OC)c3C2=O)c1	6.0%
Cc1c(C(=O)Nc2ccc(-c3nc4ccccc4s3)cc2)cccc1[N+](=O)[O-]	11.0%
COC(=O)C1=C(C)NC2=C(C(=O)c3ccccc32)C1c1cc(Br)ccc1OCc1ccc(F)cc1 (centres undefined)	9.0%
O=C(Nc1ccc(Cl)c(Cl)c1)c1ccc2c(c1)OCCO2	9.0%
COC(=O)c1ccc(/C=C2\SC(=Nc3cccc(Cl)c3Cl)NC2=O)cc1	15.0%
COC(=O)C1=C(C)N(c2ccccc2F)C(=O)/C1=C\c1cccc(OC)c1	0.0%
CN(C)S(=O)(=O)N1CCCc2ccccc21	15.0%
COc1cc2ccccc2cc1C(=O)NC(=S)Nc1ccc(N2CCOCC2)c(Cl)c1	16.0%
CCOC(=O)C1=C(C)N=c2s/c(=C\c3cc(C)n(-c4ccc(I)cc4)c3C)c(=O)n2C1c1ccccc1Cl (centres undefined)	31.0%
CCCCn1c(NCc2ccc(OC)cc2O)nc2ccccc21	21.0%
Cc1ccc(OCC(=O)N2CCN(c3ccccn3)CC2)c(C)c1	9.0%

# Next section:
canonical_smiles	RNase H inhibition
O=C1c2cccc3cccc(c23)C(=O)N1CCOc1ccccc1	0.0%
COc1ccc(CCNc2cc(N3CCN(C)CC3)ccc2[N+](=O)[O-])cc1OC	0.0%
O=C(Nc1ccc(F)cc1)Nc1nnc(Cc2ccc(Cl)c(Cl)c2)s1	23.0%
COc1ccc(C(=O)/C=C/Nc2cccc(C(F)(F)F)c2)cc1	3.0%
CN(C)c1ccc(/C=N/NC(=O)CNC(=O)c2ccc3c(c2)OCCO3)cc1	11.0%
CCCCCC(=O)N/N=C/c1c(F)cccc1Cl	14.0%
CC(C)(C)CNC(=O)C(=O)Nc1ccc(Br)cc1	8.0%
O=C1c2ccccc2C(=O)N1CC(O)COC1CCCCC1 (centres undefined)	15.0%
O=C(/C=C/c1ccco1)N1CCN(c2ccccc2)CC1	1.0%
Cc1ccc(C(=O)NC(=S)Nc2ccc3nn(-c4ccccc4)nc3c2)cc1[N+](=O)[O-]	25.0%
CCc1ccc(N2C(=O)c3ccccc3C2=O)cc1	3.0%
CN(C)c1ccc(C(=S)N2CCOCC2)cc1	3.0%
Cc1ccc2oc(-c3cccc(NC(=O)Cc4ccccc4)c3)nc2c1	11.0%
O=C(Nc1ccc2c3c(cccc13)CC2)c1sc2ccccc2c1Cl	9.0%
CC1(C)CC(=O)C=C(Nc2ccccc2N)C1	3.0%
CCP(=O)(CC)CCP(=O)(c1ccccc1)c1ccccc1	1.0%
COC(=O)C1(C(=O)OC)CCCC1(C(=O)OC)C(=O)OC	1.0%
O=C(Nc1cc(-c2nc3ccccc3o2)ccc1Cl)c1cccs1	0.0%
COc1c(O)ccc(/C=N/NC(=O)c2ccncc2)c1[N+](=O)[O-]	2.0%
CCCCOC(=O)c1cccc(-c2ccc(/C=C3\C(=O)N(c4ccc(S(N)(=O)=O)cc4)N=C3C)o2)c1	39.0%

# 4 of these compounds in another layout:
Structure: CN(C)c1ccc(C(=S)N2CCOCC2)cc1
  RNase H inhibition: 3.0%

Structure: Cc1ccc2oc(-c3cccc(NC(=O)Cc4ccccc4)c3)nc2c1
  RNase H inhibition: 11.0%

Structure: O=C(Nc1ccc2c3c(cccc13)CC2)c1sc2ccccc2c1Cl
  RNase H inhibition: 9.0%

Structure: CC1(C)CC(=O)C=C(Nc2ccccc2N)C1
  RNase H inhibition: 3.0%

# Other records follow:
canonical_smiles	RNase H inhibition
CCN(CC)C(=O)CN(c1ccc(C)cc1)S(=O)(=O)c1ccc(F)cc1	8.0%
Cc1ccccc1C(=O)NCCCn1ccnc1	0.0%
O=C(O)/C(=C\c1ccccc1)NC(=O)c1ccccc1	14.0%
COc1ccc(/C(N)=N/OC(=O)COc2ccccc2)cc1OC	5.0%
CCOC(=O)C1=C(C)OC(N)=C(C#N)C1c1ccc(F)cc1 (centres undefined)	12.0%
Cc1cccc(/C=N/Nc2ccccc2[N+](=O)[O-])c1	13.0%
CCN(CC)C(=O)c1c(NC(=O)c2ccc([N+](=O)[O-])cc2)sc2c1CCCCC2	23.0%
COc1ccc(C(=O)N2CCN(c3ccccc3OC)CC2)cc1OC	9.0%
CCOC(=O)c1c(NC(=O)/C=C/c2ccc(OC)c(OC)c2)sc(C(C)=O)c1C	14.0%
Cc1c(OCc2cccc(C(F)(F)F)c2)ccc2c3c(c(=O)oc12)CCC3	13.0%
CCc1ccccc1NC(=O)c1ccc(C)cc1Cl	5.0%
CC1=C(C)CC2C(=O)N(c3ccc(-c4ccc([N+](=O)[O-])cc4)cc3)C(=O)C2C1 (centres undefined)	5.0%
Cc1ccccc1N(C=O)C(=O)C1C(C)C2C=CC1C21CC1 (centres undefined)	12.0%
COc1cc(C=O)c(Br)cc1OCc1ccc(Cl)cc1Cl	17.0%
Cc1cc(OCC(O)CN2CCN(Cc3ccccc3)CC2)ccc1C(C)C (centres undefined)	7.0%
COCCNC(=O)c1cnn2c(-c3ccccc3)cc(-c3ccccc3)nc12	13.0%
Cc1nn(-c2ccccc2)c(C)c1S(=O)(=O)O	19.0%
CCC(CC)N=C1NS(=O)(=O)c2cc([N+](=O)[O-])ccc21	0.0%
CC1=C(C(=O)OCC2CCCO2)C(c2ccsc2)C2=C(CCCC2=O)N1 (centres undefined)	6.0%
CC1CN(c2ccc(Cl)cc2[N+](=O)[O-])CCN1S(C)(=O)=O (centres undefined)	15.0%
COc1ccc(N2C(=O)NC(=O)/C(=C/c3ccc(OCc4ccccc4F)c(OC)c3)C2=O)cc1	2.0%
CCSC1=N/C(=C\c2ccc(C(=O)O)cc2)C(=O)S1	11.0%
CCOc1ccc(NC(=O)/C=C/c2ccccc2Cl)cc1	13.0%
O=C(O)C1CCCCC1C(=O)Nc1nc(-c2cccc3ccccc23)cs1 (centres undefined)	4.0%
CC1(C)Cc2c(sc(N)c2C#N)C(C)(C)N1	4.0%
COC(=O)c1cccc(NC(=O)c2c(Cl)ccc(Cl)c2OC)c1	6.0%
O=[N+]([O-])c1cc(C=Nc2ccc(I)cc2)ccc1Cl	18.0%
COc1cccc(NC(=O)c2ccc(I)cc2)c1	0.0%
O=C(/C=C/c1ccc(F)cc1)NC1CCCCC1	6.0%
O=C(Cc1n[nH]c(=O)[nH]c1=O)N/N=C\c1ccccc1F	3.0%
COC(=O)C1=CN(C2CC2)C=C(C(=O)OC)C1c1ccc(C(=O)OC)cc1	9.0%
O=C1c2ccccc2S(=O)(=O)N1c1c(F)c(F)c(C(F)(F)F)c(F)c1F	11.0%
Cc1ccc(NC2CC(C)N(C(=O)C(C)C)c3ccc(C)cc32)cc1 (centres undefined)	18.0%
O=C(c1nn2c(C(F)(F)F)cc(-c3cccs3)nc2c1Br)N1CCN(c2ccc(F)cc2)CC1	16.0%
NS(=O)(=O)c1ccc(CNC(=S)Nc2ccc(F)cc2)cc1	0.0%
COc1cc(/C=N\NC(=O)C2COc3cc4ccccc4cc3O2)c(Br)c(Br)c1O (centres undefined)	9.0%
COc1ccc(Cc2noc(-c3ccc(F)cc3)n2)cc1	2.0%
Cc1cc([N+](=O)[O-])ccc1NC(=S)NC(=O)c1ccc(Cl)cc1	15.0%
CCOC(=O)C1=C(C)N=C2SCCC(=O)N2C1c1ccc(OC)cc1 (centres undefined)	3.0%
CC(C)N/C=C/C(=O)c1ccc(Br)cc1	0.0%
O=C(Cc1ccc(Br)cc1)Nc1ccc(F)c(F)c1	8.0%
COc1ccc(/C=C2\C(=O)NC(=S)N(c3ccc(Br)cc3)C2=O)cc1	13.0%
COc1ccccc1NC(=O)C(=O)NCc1ccc(C)cc1	57.0%*
O=C(c1ccccc1Br)N1CCN(c2cccc(Cl)c2)CC1	5.0%
CCC1(CC)Cc2ccccc2/C(=C(/C#N)c2ccccc2)N1	3.0%
Cc1nc2ccccc2n1CC(O)COc1ccc(Br)cc1 (centres undefined)	0.0%
Cc1cccc(C)c1OCCCCNCCO	1.0%
CCOC(=O)c1ccc(-c2ccc(/C=C3\C(=O)N(c4ccc(S(N)(=O)=O)cc4)N=C3C)o2)cc1	36.0%
CCOc1ccc(-n2nc3cc(C)c(NC(=S)NC(=O)c4cccc(OCC)c4)cc3n2)cc1	15.0%
CCOc1ccc(-n2nc3ccc(NC(=S)NC(=O)c4cccc(C)c4)cc3n2)cc1	13.0%
CC1CC(=O)NN=C1c1ccc(N(C)C)c([N+](=O)[O-])c1 (centres undefined)	3.0%
COc1ccc(-c2csc(/C(C#N)=C/c3cccc(F)c3)n2)cc1OC	6.0%
Cc1cccc(C(=O)NN=C2CCN(C)CC2)c1	13.0%
O=C(C[n+]1cc(Br)cc(Br)c1)c1ccc(Cl)cc1	11.0%

# An excerpt, so the mix of outcomes need not match the whole.
